# Dicer processing: blocks human Dicer maturation of pre-miR-21; Q9UPY3; cat-ELCCA pre-miR-21 Dicer processing, chemiluminescence; stronger effect = higher value; z-score at 25 µM; actives 6% (n = 47,000); in the data active means z-score above about 3, passing the limit was not always enough;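 further: plate controls were vehicle for no effect and no enzyme for full effect; higher signal means more uncleaved substrate so more Dicer inhibition; strong numbers were not always called active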
# Starred values were filed as active, the others as inactive. A portion of the library; rates above refer to the full screens.
O=C(NCCc1ccccc1)c1cnn2c1NC(c1ccc(Br)cc1)CC2C(F)(F)F (configuration not stated)
  Dicer processing = -0.32

O=C(CSc1nnc(OC(=O)c2cccs2)n1C1Cc2ccccc2C1)c1ccc2c(c1)OCCO2
  Dicer processing = -1.42

N#C/C(=C\Nc1cc(C(F)(F)F)cc(C(F)(F)F)c1)S(=O)(=O)c1cccs1
  Dicer processing = -0.3

O=C1CCCC2=C1C(c1ccc(F)cc1)N(C(=O)c1ccccc1)c1ccccc1N2 (configuration not stated)
  Dicer processing = -0.87

CCn1c(-c2ccccc2Cl)n[nH]c1=S
  Dicer processing = -0.63

CC(c1ccccc1)c1nnc(N)s1 (configuration not stated)
  Dicer processing = 0.97

CCSc1nnc(-c2ccc(C)c(S(=O)(=O)NCc3cccnc3)c2)c2ccccc12
  Dicer processing = 1.86

COCn1c(COc2ccc3ccccc3c2)nc2ccccc21
  Dicer processing = 1.35

CCOC(=O)c1c(N(C)S(C)(=O)=O)sc(C)c1C
  Dicer processing = 3.65*

O=C1CSc2ccc(C(F)(F)F)cc2N1
  Dicer processing = -1.01

Cc1ccc(C(=O)N2CCN(Sc3ncnc4sccc34)CC2)cc1
  Dicer processing = -0.24

CC(Oc1ccccc1F)C(=O)Nc1nc2ccc(S(C)(=O)=O)cc2s1 (configuration not stated)
  Dicer processing = -0.69

CCCCn1c(Cc2ccccc2)nc2ccccc21
  Dicer processing = 0.25

COC(=O)C1=C(Nc2ccccc2NC(=O)COCC(=O)O)CSC1
  Dicer processing = -1.83

Fc1ccc(-c2csc(NCc3ccco3)n2)cc1
  Dicer processing = 2.34

COC(=O)C1=C(C(=O)OC)SC(=C2C(=S)C(C)(C)N(C(=O)C(C)C)c3ccccc32)S1
  Dicer processing = 1.03

Cc1cc(C)nc(N/C=C(\C#N)C(=O)c2cccc(CSc3ccccc3)c2)n1
  Dicer processing = 0.16

Cc1cc(C(=O)O)nc2ccccc12
  Dicer processing = 1.8

C=CCNC(=O)c1cnn2c(C(F)F)cc(-c3ccccc3)nc12
  Dicer processing = 2.17

O=C(NNC(=O)c1cccc2ccccc12)c1cncc(-c2cccs2)c1
  Dicer processing = -0.54

CCOC(=O)c1sc(NC(=O)C(CC)Sc2nc3ccccc3o2)nc1C (configuration not stated)
  Dicer processing = -0.28

COc1ccc(-c2nc3sc4c(c3c(=O)[nH]2)CCCC4)cc1
  Dicer processing = -1.09

CN(C)CCCN(Cc1ccc2c(c1)OCO2)C(=O)NC1CCCCC1
  Dicer processing = 4.7*

CCOC(=O)c1c(C)oc2ccc(OCc3ccc(F)cc3)cc12
  Dicer processing = 0.96

CC1CC(=O)Nc2ccccc2N1S(=O)(=O)c1cn(C)cn1 (configuration not stated)
  Dicer processing = -0.95

Cc1ccc(-c2nc(=O)c3ccccc3o2)cc1
  Dicer processing = 1.55

CCc1nc(C)cn1S(=O)(=O)c1ccc(Br)c(OC)c1
  Dicer processing = 1.99

CCOC(CN(c1ccc(F)cc1)S(=O)(=O)c1ccc(F)cc1F)OCC
  Dicer processing = -2.13

O=C1Nc2ccccc2C1(O)Cc1ccccn1 (configuration not stated)
  Dicer processing = -0.36

O=C(CSc1nnc2ccccn12)Nc1cccc(-c2nc3ccccc3s2)c1
  Dicer processing = -1.33

C(=N\Nc1nccc(-c2cccnc2)n1)/c1ccccc1
  Dicer processing = -1.4

O=[N+]([O-])/C=C/c1c(-c2ccc3ccccc3c2)[nH]c2ccccc12
  Dicer processing = 1.08

COc1cc(C2C(C(=O)OC(C)C)=C(C)NC3=C2C(=O)CCC3)cc(Cl)c1O (configuration not stated)
  Dicer processing = -1.4

O=C1NCCCC1C(=O)NCC(O)CO (configuration not stated)
  Dicer processing = -1

O=C1c2cc(S(=O)(=O)NC3CCCCC3)cc([N+](=O)[O-])c2-c2c1cc(S(=O)(=O)NC1CCCCC1)cc2[N+](=O)[O-]
  Dicer processing = 1.22

Cn1c2c(c(=O)n(C)c1=O)C(c1ccc(OC(=O)c3ccccc3)cc1)C1=C(N2)c2ccccc2C1=O (configuration not stated)
  Dicer processing = 7.1*

CC1(C)CC(=O)C2=C(C1)c1c(ccc3ncccc13)NC2c1ccc(O)c(O)c1 (configuration not stated)
  Dicer processing = 1.71

O=C(Nc1cc(-c2nc3cc(Cl)ccc3o2)ccc1Cl)c1ccco1
  Dicer processing = 1.25

CCOC(=O)C/C(N)=C(\C#N)C(=O)OCC
  Dicer processing = -0.87

COc1cccc(OC)c1CN(C)C(=O)c1cnc(OC(C)C)cc1C(F)(F)F
  Dicer processing = 1.89

Clc1ccc(Sc2ccc(-c3ccccn3)s2)cc1
  Dicer processing = 0.19

CCn1c2c(c(=O)[nH]c1=O)C(c1ccsc1)C1=C(N2)c2ccccc2C1=O (configuration not stated)
  Dicer processing = 2.11

Brc1ccc(CSc2nc3ccccc3o2)cc1
  Dicer processing = 0.17

CCC(C)NC(=O)N1c2ccccc2Sc2ccccc21 (configuration not stated)
  Dicer processing = 0.75

CN(C)c1ccc(/C=C(\C#N)C(N)=O)c(Cl)c1
  Dicer processing = -0.64

CN(C)c1cccc2c1c(NC(=O)c1cc(Cl)sc1Cl)nn2C
  Dicer processing = -1.91

CC1CN(S(=O)(=O)Cc2ccccc2)CC(C)O1 (configuration not stated)
  Dicer processing = 0.58

CCSC1=N/C(=C\c2cccc(OC(C)=O)c2)C(=O)S1
  Dicer processing = 0.88

CC(=O)NC12CC3CC(C1)CC(O[N+](=O)[O-])(C3)C2
  Dicer processing = -1.59

CCCCCCSC1=C(C#N)C(c2ccccc2)CC(=O)N1 (configuration not stated)
  Dicer processing = -0.86

COc1ccc(OC)c(NC(=O)C(=O)NCC2CCCO2)c1 (configuration not stated)
  Dicer processing = -1.73

CSc1nn(-c2ccccc2)cc1-c1noc(-c2ccc(Cl)cc2Cl)n1
  Dicer processing = -0.77

CCC(=NCc1ccc(C#N)cc1)c1ccccc1O
  Dicer processing = 1.97

O=C(NC1CCS(=O)(=O)C1)c1ccc(Cl)cc1 (configuration not stated)
  Dicer processing = -0.63

Cc1ccc(/C(O)=C2/C(=O)C(=O)N(CC(C)O)C2c2ccc(O)cc2)cc1 (configuration not stated)
  Dicer processing = -0.92

Cc1ncc(-c2nnnn2-c2ccccc2)c(-c2cccc(Cl)c2)n1
  Dicer processing = 0

CC(O)CN1C(=O)c2cccc3cc([N+](=O)[O-])cc(c23)C1=O (configuration not stated)
  Dicer processing = 1.79

CCN1C(=O)C(O)(CC(=O)c2ccc3c(c2)OCCO3)c2ccccc21 (configuration not stated)
  Dicer processing = -0.58

O/N=C/c1c(-c2ccc(Cl)cc2)[nH]c2ccccc12
  Dicer processing = 4.97*

Cc1cc(-c2ccccc2)n(-c2cccc3cccnc23)n1
  Dicer processing = -0.27

COc1cc(C)c2c(c1)C=CC1C2CCC2(C)C(O)CCC12 (configuration not stated)
  Dicer processing = -1.39

CC(C)CC(C(=O)O)N1C(=O)C2CC=C(Cl)CC2C1=O (configuration not stated)
  Dicer processing = -0.93

Cn1ncc2c(NNC(=O)CCC(=O)O)ncnc21
  Dicer processing = 0.28

CC1(C)CC(=O)c2sc(NC(=O)c3cccs3)nc2C1
  Dicer processing = 1.51

Fc1cccc(NC(=S)NC(c2ccccc2)c2ccccc2)c1
  Dicer processing = 4.9*

CCCCCC(=O)Nc1nc2c(s1)CCc1cc(OC)ccc1-2
  Dicer processing = -4.1

CCOC(=O)c1sc(-n2cccc2)nc1C
  Dicer processing = 1.36

CC1=C(C(=O)OCc2ccccc2)C(c2cccc(O)c2)C2=C(CC(c3ccccc3)CC2=O)N1 (configuration not stated)
  Dicer processing = 3.01*

COc1ccc(C(=O)C[n+]2cc(-c3ccccc3)n3c2CCCCC3)cc1OC
  Dicer processing = -0.33

CCCn1c2ccc(F)cc2c2nnc(SCCN3CCOCC3)nc21
  Dicer processing = -0.56

N#C/C(=C\NN1CCCCC1)S(=O)(=O)c1ccc(Cl)cc1
  Dicer processing = 0.05

C=C1SC(Nc2ccc(F)cc2F)=NC1(CC)CC
  Dicer processing = 0.47

O=[N+]([O-])c1cccnc1Oc1ccc(Oc2ncccc2[N+](=O)[O-])c(-c2ccccc2)c1
  Dicer processing = -1.19

COC(=O)c1cc(OC)c(OC)cc1N1C(=O)CC(c2cc(OC)c(OC)c(OC)c2)CC1=O
  Dicer processing = 1.8

CCCSc1nc2ccccc2c(=O)n1C1CCCCC1
  Dicer processing = 0.01

c1coc(CNc2nc3ccccc3n2CCN2CCCCC2)c1
  Dicer processing = 6.13*

CCOC(=O)c1cc(NC(=O)c2ccc(C(C)(C)C)cc2)c(=O)n2c1oc1ccccc12
  Dicer processing = -0.74

COc1ccc(CCNc2ccc(C(F)(F)F)cc2NC(=O)c2sc3ccccc3c2Cl)cc1OC
  Dicer processing = -0.01

COC(=O)CSC1=C(C#N)C(=O)NC(c2ccccc2O)S1 (configuration not stated)
  Dicer processing = -0.58

O=c1c2ccccc2c(=O)n2n1CC=CC2
  Dicer processing = 0.52

Cc1ccccc1C1CC(=O)Nc2nc(N)[nH]c(=O)c21 (configuration not stated)
  Dicer processing = -1.51

Nc1nc(-c2cccnc2)nn1C(=O)c1ccccc1Cl
  Dicer processing = -0.54

CC(C)NC(=O)NC(=O)c1ccc(Oc2cc(Cl)cc(Cl)c2)c([N+](=O)[O-])c1
  Dicer processing = 0.32

CCOC(=O)c1c(CSCc2ccc(Cl)cc2)oc2c(F)c(F)c(F)c(F)c12
  Dicer processing = 0.94

COc1ccc(N(CC(O)Cn2c3ccccc3c3ccccc32)S(C)(=O)=O)cc1 (configuration not stated)
  Dicer processing = 0.88

CCOC(=O)C1=C(C)NC2=C(C(=O)c3ccccc32)C1c1cccc2ccccc12 (configuration not stated)
  Dicer processing = 1.37

O=C(O)CCCNC(=O)c1cncc(Br)c1
  Dicer processing = 0.85

Cn1ncc2c(NN3C(=O)CCC3=O)ncnc21
  Dicer processing = -0.18

Cc1ccc2cc3c(=O)n(C)c4c(c(=O)n(C)c(=O)n4C)c3nc2c1
  Dicer processing = -1.13

CCc1cc2c(=O)c(-c3nc4ccccc4n3C)c(C(F)(F)F)oc2cc1O
  Dicer processing = 1.42

COc1ccccc1N1C(=O)CC(Sc2nc(C)cc(C)n2)C1=O (configuration not stated)
  Dicer processing = 0.71

CCC(C)c1cc(N)nc2nc3ccccc3n12 (configuration not stated)
  Dicer processing = 1.81

Cc1ccc(C(=O)O)c2c1NC(c1ccc(Cl)cc1)C1CC=CC21 (configuration not stated)
  Dicer processing = 1.42

Cc1nn(S(=O)(=O)c2ccccc2)c(C)c1Oc1ccc(Cl)cc1
  Dicer processing = -0.93

Cc1cc(-c2c(C(=O)N3CCOCC3)c(C)nn2-c2ccccc2)no1
  Dicer processing = -0.26

Cc1cc(C)n(NC(=S)NC2CC3C=CC2C3)c(=O)c1C#N (configuration not stated)
  Dicer processing = -1.79

Cc1ccc(NC(=S)/N=C(\N)C(C)C)cc1
  Dicer processing = -0.11

CC1CCC2C(=O)N(c3ccc(Oc4ccccc4)cc3)C(=O)C2C1 (configuration not stated)
  Dicer processing = 1.64

COC(=O)c1cnc(N2CCOCC2)nc1C(F)(F)F
  Dicer processing = 0

CC(C)CCn1c(C(C)O)nc2ccccc21 (configuration not stated)
  Dicer processing = -1.23

CCCCC1(CN2CCN(Cc3ccccc3)CC2)C(=O)N(c2ccccc2)N(c2ccccc2)C1=O
  Dicer processing = 1.22

CN1C(=O)N(CO)C2C1N(C)C(=O)N2CO (configuration not stated)
  Dicer processing = 0.95

COc1cccc(C2C(C(=O)OCc3ccccc3)=C(C)NC3=C2C(=O)CC(C)(C)C3)c1OC (configuration not stated)
  Dicer processing = -0.01

CC1(C)CC(=O)C2=C(C1)N1C(=C(C#N)C2c2ccccc2F)N=C(N)c2ccccc21 (configuration not stated)
  Dicer processing = 3.19*

O=C1c2ccccc2C2N1CCCN2S(=O)(=O)c1cccc(C(F)(F)F)c1 (configuration not stated)
  Dicer processing = -0.73

O=C(CCCSc1nc(-c2ccco2)cc(C(F)(F)F)n1)NC1CCCC1
  Dicer processing = 0.82

CCC(C#N)(c1ccccc1)c1ccc([N+](=O)[O-])cc1 (configuration not stated)
  Dicer processing = 0.09

COc1ccc(OC)c(CN2CCN(Cc3c[nH]c4ccccc34)CC2)c1
  Dicer processing = 2.64

Cc1cc(Cl)ccc1Oc1ncccc1N
  Dicer processing = -2.88

CC1=C(C(=O)Nc2ccccc2)C(c2cccs2)C(C#N)=C(SCC(=O)Nc2ccccc2)N1 (configuration not stated)
  Dicer processing = 1.28

Cn1nccc1NC(=O)c1ccc(F)cc1
  Dicer processing = -0.53

Cc1nc(C)c(-c2n[nH]c(=S)n2-c2ccccc2C(F)(F)F)s1
  Dicer processing = -0.97

CCOC(=O)C(O)(c1ccc(N)cc1)C(F)(F)F (configuration not stated)
  Dicer processing = 0.16

COC(=O)c1ccc(C2=NC(C)(C)CO2)cc1
  Dicer processing = -0.5

O=C1C2C(c3ccc(F)cc3)OC3(C(=O)c4ccccc4C3=O)C2C(=O)N1Cc1ccc(Cl)cc1 (configuration not stated)
  Dicer processing = -1.16

Cc1cc2n(n1)C(c1cccc(O)c1O)Nc1ccccc1-2 (configuration not stated)
  Dicer processing = 20.9*

CCOC(=O)C1C(c2ccc(C#N)cc2)C(C(=O)OCC)C(O)(C(F)(F)F)NC1(O)C(F)(F)F (configuration not stated)
  Dicer processing = 1.4

CN1CCc2c(sc3c2C(=O)NC(c2ccc(O)c(O)c2)N3)C1 (configuration not stated)
  Dicer processing = 1.41

O=C1/C(=C\c2cc(-c3ccccc3)c(C(F)(F)F)s2)CSc2ccc(Cl)cc21
  Dicer processing = 0.83

COc1ccc2c(C)nc(Nc3nc4ccccc4c(=O)[nH]3)nc2c1
  Dicer processing = -1.32

Cc1ccsc1CNCCSc1nnnn1C
  Dicer processing = 0.36

CC1CN(c2ccc(S(N)(=O)=O)cc2[N+](=O)[O-])CC(C)O1 (configuration not stated)
  Dicer processing = 0.31

CC1=C(C(=O)OC(C)C)C(c2cc3c(cc2Br)OCO3)C2=C(CC(C)(C)CC2=O)N1 (configuration not stated)
  Dicer processing = -0.74

COc1ccc(Oc2coc3cc(OC(C)=O)ccc3c2=O)cc1
  Dicer processing = 4.88

O=C(Cn1cc(C(=O)c2ccco2)c2ccccc21)NC1CCCCC1
  Dicer processing = -0.69

Cn1c(S(=O)(=O)O)nc2ccccc21
  Dicer processing = 0.82

Cc1ccc(S(C)(=O)=NC(=O)CSc2ccc(C(F)(F)F)cn2)cc1 (configuration not stated)
  Dicer processing = 0.03

# Source: PubChem BioAssay (Center for Chemical Genomics, University of Michigan)
